Screens (PubChem)
thrombin 1536 – thrombin (human) inhibition. P00734. alpha-thrombin, Boc-VPR-AMC fluorogenic substrate cleavage. inhibition, % at 5 µM. 220,000 tested, 0.26% active. AID 1046;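 active means inhibition at or above 40%; inactive means inhibition below 40%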;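 further: 0% = enzyme with no compound and 100% = wells without enzyme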
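Material: Human alpha-thrombin protein | Buffer or medium: pH 7.5 Tris-saline with Tween 20 | Reagent: Boc-VPR-AMC substrate, 15 µM final | Schedule: Reaction at ambient temperature | Detection: AMC fluorescence at 355 nm excitation and 460 nm emission | Evaluation: Percent inhibition scaled between no-compound controls and no-enzyme blanks | Controls: no-compound enzyme wells and no-enzyme blanks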
PPC-1+TRAIL kill – kills PPC-1 cancer cells in the presence of TRAIL | PPC-1 cells + TRAIL, ATPLite viability luminescence | cell killing (% activity), % at 4 µM | 220,000 tested, 0.41% active | AID 1443;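 active means cell killing above 50% in the first pass at 4 µM, then a duplicate retest at 5 µM averaging 50% or more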;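 further: plate controls were cells with TRAIL plus DMSO for no effect and medium-only wells lacking cells for full effect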
Tb hexokinase – blocks Trypanosoma brucei hexokinase 1 activity; recombinant TbHK1, G6PDH-coupled NADH A340; inhibition, % at 10 µM; 220,000 tested, 0.11% active;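 active means inhibition of 50% or more in the single-dose primary screen; inactive means inhibition below 50%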
EBV gp42 inh – blocks Epstein-Barr virus glycoprotein 42 binding; Fluorescence polarization binding assay, mP read-out; inhibition, % (tested at 21.74 µM); 220,000 tested, 0.42% active; in the data active means inhibition above about 50%
Target sequence (Q1HVG2 whole entry, looked up): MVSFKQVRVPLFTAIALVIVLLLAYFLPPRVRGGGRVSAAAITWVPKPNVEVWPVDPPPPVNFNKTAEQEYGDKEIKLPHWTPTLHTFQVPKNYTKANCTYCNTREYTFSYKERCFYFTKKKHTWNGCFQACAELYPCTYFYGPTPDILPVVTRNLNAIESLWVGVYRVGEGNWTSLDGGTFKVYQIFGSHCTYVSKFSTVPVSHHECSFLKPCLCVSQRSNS
Furin inh – blocks human furin protease activity. 220,000 tested, 0.061% active. purified furin, fluorogenic substrate cleavage. inhibition, % at 30 µM; in the data active means inhibition above about 25%; further: inactives centre near -15
zfTRPN1 agonist – activates the zebrafish TRPN1 channel; 220,000 tested, 0.18% active; activation, % at 3 µM; HEK293 zebrafish TRPN1-YFP, Fluo-8 calcium fluorescence; 100% = response to 87 µM carbachol; AID 1424;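 active means activation above its plate's cutoff, the mean activation of test wells on that plate plus 3 SD, cut at about 19% in these data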;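 further: 0% = DMSO alone and 100% = 87 µM carbachol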
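Control set: carbachol 87 µM as high control, DMSO as low control; system: HEK293 stable line with zebrafish TRPN1-YFP; read-out: % activation versus carbachol response; detection: intracellular calcium fluorescence with Fluo-8; doses: single test compound dose, 3 µM nominal, 0.3% DMSO; schedule: dye 1 h 37 °C plus 30 min RT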
KCC2 mod – KCC2 (human) Cl- transport modulation; Q9H2X9; KCC2 cells, thallium flux FluoZin-2 fluorescence; B-score of Tl+ flux slope (higher = more flux/activation; lower = inhibition) at 10 µM; 190,000 tested, 2.2% active;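 active means thallium flux slope and its plate-corrected score both differing from the plate sample mean at a set confidence after two filtering rounds, in either direction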;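 further: slope of fluorescence scaled to starting intensity during 10 to 20 s after thallium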
TRPML3 agonist – human mucolipin-3 channel agonism; HEK293 TRPML3-YFP, Fluo-8 calcium fluorescence; 100% = the carbachol control signal; 220,000 tested, 0.29% active; activation, % at 3 µM; AID 1448; Q8TDD5;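 active means activation above its plate's cutoff, the mean activation of the plate's test wells plus 3 SD, cut at about 12% in these data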;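 further: 0% = DMSO only wells and 100% = carbachol wells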
Target sequence (Q8TDD5 whole entry, looked up): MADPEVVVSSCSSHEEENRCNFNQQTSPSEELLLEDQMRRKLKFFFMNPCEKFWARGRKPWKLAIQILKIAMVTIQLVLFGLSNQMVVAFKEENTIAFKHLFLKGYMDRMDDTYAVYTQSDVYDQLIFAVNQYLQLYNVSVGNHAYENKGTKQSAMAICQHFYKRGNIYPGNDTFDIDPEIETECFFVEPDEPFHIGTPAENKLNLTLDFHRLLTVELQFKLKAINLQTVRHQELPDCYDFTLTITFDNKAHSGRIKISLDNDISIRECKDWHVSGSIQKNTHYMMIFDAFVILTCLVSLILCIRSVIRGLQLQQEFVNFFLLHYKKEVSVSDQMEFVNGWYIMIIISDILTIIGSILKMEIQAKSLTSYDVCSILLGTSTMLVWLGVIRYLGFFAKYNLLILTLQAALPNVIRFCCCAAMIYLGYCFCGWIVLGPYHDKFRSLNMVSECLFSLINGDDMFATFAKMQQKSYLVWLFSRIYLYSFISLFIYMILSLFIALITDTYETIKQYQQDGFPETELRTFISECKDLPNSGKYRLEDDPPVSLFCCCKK
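Test system – HEK293 line with stable expression of human TRPML3-YFP channel · Control set – carbachol 87 µM final as high control (100%), DMSO as low control (0%) · Signal – Fluo-8 calcium dye fluorescence, ex 470-495, em 515-575 nm · Incubation – 1-h 37 °C dye load, 5-s basal, 120-s post-compound reads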
m-calpain inh – calpain II (pig) inhibition; AID 1236; inhibition, % at 16 µM; purified calpain II, fluorogenic peptide substrate, 30 min; 220,000 tested, 0.37% active;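 active means inhibition above about 50%, limit read from the data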
Starred values were filed as active, the others as inactive; . = not tested or not shown; & = joins results of further samples; [ ] = remark or other dose. Hits appear at their usual frequency. About 3.6% of those tested had a hit in this group.

mol	thrombin 1536	PPC-1+TRAIL kill	Tb hexokinase	EBV gp42 inh	Furin inh	zfTRPN1 agonist	KCC2 mod	TRPML3 agonist	m-calpain inh
CCOc1ccc(CCNC(=O)C2CCC(=O)N2CCc2ccccc2)cc1OCC (stereo not drawn)	-2	17	-5	-9	-13[20 µM]	-0.1	.	0.3	-19
CCOc1ccccc1NC(=O)CN(c1ccc(OC)cc1)S(=O)(=O)c1c(C)noc1C	2	6	-14	-5	-5	-0.1	.	0.5	49
Cc1ccc(NC(=O)CCNS(=O)(=O)c2ccc3c(c2)oc(=O)n3C)c(C)c1	2	0	-6	-15	-14	1.4	.	-0.1	-6
CC(C)(C)c1ccc2c(c1)OC(C(=O)N/N=C\c1ccc(-c3cccc(C(=O)O)c3)o1)CO2 (stereo not drawn)	-3	24	-41	1	-14	1.0	-2.2	-0.2	-7
O=C(CCl)NCCN1C(=O)S/C(=C\c2cccnc2)C1=O	15	-3	-23	-26	-14	1.2	0.35	1.1	-31
Cc1[nH]n2c(=O)c3c(nc2c1-c1ccccc1)CCCC3	-5	-19	-7	-1	-19	1.2	.	-0.2	-31
O=C(O)C1C(c2ccccc2)C(C(=O)Oc2ccc(O)cc2)C1c1ccccc1 (stereo not drawn)	-8	-3	-12	2	-9	0.9	-0.98	0.4	-11
O=C(NNS(=O)(=O)c1ccccc1)C1CCN(S(=O)(=O)c2ccccc2)CC1	5	-5	5	-31	-14[20 µM]	0.4	.	0.5	-29
Cc1cc(C)c(O)c(-c2n[nH]c3c2C(c2cccc(O)c2)N(Cc2ccco2)C3=O)c1 (stereo not drawn)	-1	3	-7	0	-6	-2.0	0.061	0.1	13
CCOc1ccc(C2C(C(=O)OC)=C(C)N=C3SCCC(=O)N32)cc1OCC (stereo not drawn)	2	-17	-23	-9	-11	-0.1	-0.46	0.2	2
Cc1cc(C)cc(NC(=O)N2CCC(c3nc4ccccc4o3)CC2)c1	-2	3	-4	-12	-23[20 µM]	-1.0	0.27	0.3	31
O=C(N=Nc1c(O)[nH]c2ccc(Cl)cc12)c1cc(-c2cccs2)nc2ccccc12	-5	-23	-23	-10	4	0.1	1.4	0.4	89*
CCN(c1cccc(C)c1)S(=O)(=O)c1ccc(OC)c([N+](=O)[O-])c1	-2	30	-3	-1	-28	-2.0	-0.62	-0.4	5
Cc1cccc(-c2cc(C(=O)N3CCCc4ccccc43)c3ccccc3n2)c1	-2	11	-7	-28	-12	-2.0	-0.95	-0.7	26
CC(C)CCCC(C)NS(=O)(=O)Cc1ccccc1 (stereo not drawn)	6	9	3	-22	-21[20 µM]	-0.9	.	-0.4	-9
CCC(NC(=O)c1ccccc1NC(=O)c1ccco1)C(=O)NNC(=O)c1ccncc1 (stereo not drawn)	13	3	-7	0	-1	-0.5	1.5	-0.5	7
CCOCCCN1CN(Cc2ccccc2)CNC1=S	-8	-6	-4	2	-16	0.8	-0.44	0.5	19
Cc1cccc(C)c1NC1=NC2(CCCCC2)N=C(N)N1	0	2	-6	-9	-35	0.7	.	0.9	-8
COc1ccccc1CN1CCNC(=O)C1CC(=O)NCCC1=CCCCC1 (stereo not drawn)	2	12	-7	-3	-29	0.7	.	0.5	-20
O=C(Nc1nccs1)C1CC2CCC1C2 (stereo not drawn)	4	24	2	-25	-18[20 µM]	-1.2	0.58	-0.1	10

Part of the list above, limited to thrombin 1536, zfTRPN1 agonist and PPC-1+TRAIL kill.
molecule,thrombin 1536,zfTRPN1 agonist,PPC-1+TRAIL kill
CCN(c1cccc(C)c1)S(=O)(=O)c1ccc(OC)c([N+](=O)[O-])c1,-2,-2.0,30
CC(C)CCCC(C)NS(=O)(=O)Cc1ccccc1 (stereo not drawn),6,-0.9,9

(list continues)
mol	thrombin 1536	PPC-1+TRAIL kill	Tb hexokinase	EBV gp42 inh	Furin inh	zfTRPN1 agonist	KCC2 mod	TRPML3 agonist	m-calpain inh
CCCN1C(=O)C(O)(C2CC(=O)CC(C)(C)O2)c2ccccc21 (stereo not drawn)	11	3	0	-5	-15[20 µM]	-1.1	0.073	0.4	0
N#C/C(=C(/O)c1cccc(F)c1)c1nc2ccccc2s1	1	-12	-15	-6	-11	13	-3*	0.9	35
CCCn1c(/N=C/c2ccc3c(c2)OCO3)nc2ccccc21	14	-34	-17	11	-18[20 µM]	-0.9	-0.00028	0.1	9
Cn1c(-c2sc3cc(C(F)(F)F)cnc3c2-c2cccs2)n[nH]c1=S	-9	11	-13	8	-22	0.2	10*	0.1	-52
CCCCNC(=S)Nc1ccc(OC)nc1	-5	8	0	25	-26	0.2	0.25	0.1	-9
O=C(/C=C/c1ccco1)OCC1CCCN2CCCCC12 (stereo not drawn)	-7	.	-5	-8	-7	1.3	0.81	0.5	28
CC1CN(c2nc3ccccn3c(=O)c2/C=C(\C#N)S(=O)(=O)c2ccccc2)CC(C)O1 (stereo not drawn)	3	19	-20	-5	31*[20 µM]	-0.4	-1.2	-0.5	9
CC1=C(c2ccc(F)cc2)[N+](=O)C(C)(C)N1[O-]	7	.	-16	-15	-24	1.8	-0.94	0.7	-6
O=S(=O)(c1ccc(Cl)cc1)N1CCN(C2CCN(Cc3ccccc3)CC2)CC1	7	4	1	-21	-23[20 µM]	0.1	-1.4	0.4	-9
OCCN(CC(O)Cn1ccc2ccccc21)CC(O)Cn1ccc2ccccc21 (stereo not drawn)	-7	-20	-7	-5	-24	3.0	.	2.6	-59
C=CCc1ccccc1OCC(O)CN1CCN(Cc2ccc3c(c2)OCO3)CC1 (stereo not drawn)	-10&-8	3&1	11&11	-14&-1	-9[20 µM]	1.0&0.1	0.18&0.46	0.4&0.6	1&28
Nc1c(C(=O)Nc2ccc(F)cc2)sc(=S)n1-c1ccccc1F	1	16	-5	-17	-17	-0.1	0.21	-0.6	16
CC(C)CCN1CCN(Cc2cccc(C(F)(F)F)c2)CC1CCO (stereo not drawn)	-10	5	2	-11	-29	0.3	-0.22	0.9	-11
CCN1CCN(c2ncc(C(=O)Nc3c(F)cc(F)cc3Br)c3ccccc23)CC1	0	12	-15	-7	-1	2.5	0.53	1.2	-7
CSc1ccc(/C=C(\C#N)C(=O)NC2CCCCC2C)cc1 (stereo not drawn)	1	-5	-28	-15	-18	-0.5	1.7	1.8	-7
CC(=O)c1cc(CN2CCN(C3CCN(C(C)C)CC3)C(CCO)C2)cs1 (stereo not drawn)	2	4	-9	-8	-28	0.6	.	0.6	-20
CCOc1cc(C(=S)N2CCOCC2)ccc1OS(=O)(=O)c1ccccc1	0	30	-1	-11	-14	0.9	-0.17	1.5	7
Cc1cc(C(=O)CN2C(=O)C(=O)N(Cc3ccccc3)C2=O)c(C)n1-c1ccccc1F	-8	11	0	-10	-28	2.0	-1.4	1.2	-23
CCn1c(COc2c(C)cccc2C)nnc1SCc1nc2ccccc2c(=O)[nH]1	-9	20	-4	-10	-5	-0.6	-0.14	0.5	15
CNC(=O)/C(C#N)=c1\s/c(=C/C(=O)OC)c(=O)n1-c1ccccc1	-8	14	-27	-11	-30[20 µM]	2.2	0	1.5	-26
Cn1c(CCNC(=O)c2cccs2)n[nH]c1=S	-2	4	0	-1	-18	0.7	-0.059	1.1	22
O=C(Nc1nccs1)c1ccc(COc2ccc(F)cc2)o1	-7	8	-6	8	-21[20 µM]	-0.1	0.94	0.2	15
CCC(C)NCCCOc1ccc(C)cc1OC (stereo not drawn)	-14	0	2	8	-24	0.2	0.19	0.5	-7
CCc1nnc(NC(=O)CSc2nnc(-c3ccccc3OC)n2-c2ccccc2)s1	-2	20	3	0	-28[20 µM]	-0.8	-0.42	0.1	-1
C=CCNC(=S)NNC(=O)c1ccc(OCCC)cc1	1	9	-5	-8	-15[20 µM]	0.4	-0.29	0.2	-14
Cn1cccc1Cc1nnc(SCC(=O)N2CCN(c3ccccc3)CC2)n1-c1ccc(F)cc1	-1	18	-10	0	-19	1.0	.	0.7	-9
Clc1ccc(CSc2nnc(-c3ccccn3)n2Cc2ccco2)c(Cl)c1	-19	16	2	-4	0	0.9	.	0.2	1
O=C(c1cc(-c2ccco2)on1)N1CCN(c2ccccc2)CC1	-6	0	2	-5	-20	0.1	-0.76	-0.6	-19
COc1ccc(C(C(=O)NC(C)(C)C)N(C(=O)Cn2nnc3ccccc32)c2ccc(C(C)=O)cc2)cc1O (stereo not drawn)	-3	8	-3	-7	-19	1.4	-0.0059	0.4	-33
COc1ccc(Cn2ccnc2)cc1Br	1	15	-1	-25	0[20 µM]	0.3	0.15	0.2	-10
Cc1nc(C(=O)Nc2ccccc2)sc1C1(C)CC(c2cccc([N+](=O)[O-])c2)=NO1 (stereo not drawn)	-2	3	-22	-13	-28	.	0.35	.	10
O=C(Nc1ccc(F)cc1)N1CCC(c2nc3c(nnn3Cc3ccccc3Cl)c(=O)[nH]2)CC1	0	19	4	-16	-28	1.1	0.0049	0.9	-39
Cc1ccc2nc(N(CCCN(C)C)C(=O)COc3ccc(Cl)cc3)sc2c1	1	-6	14	0	-25	0.9	0.29	1.4	-7
CCOC(=O)c1ccc(-n2ccnc2)c(NC(=O)c2ccc(Cl)cc2)c1	-13	23	29	-1	-2	-1.9	0.86	-0.2	12
Nc1nnc(-c2ccc(Cl)c(Cl)c2)s1	-4	2	-2	4	-23	-1.3	-0.54	0.6	-30
COc1ccccc1-n1c(C)nc2cc(C(=O)O)ccc21	-9	18	0	-8	-12[20 µM]	1.3	0.28	1.1	-14
C=CCNC(=O)N[C@@H](Cc1ccccc1)C(=O)OC	1	16	1	-10	-9	0.7	1.4	0.7	-15
CC(=O)SCC[N+](C)(C)C	0	-16	-8	-16	-9	.	0.3	.	-12
CC(=O)Nc1c2c3c(cccc3n(C)c1=O)C(=O)c1ccccc1-2	3	14	-18	9	-4	-0.3	.	0.3	-148
O=C(NC1CCCCC1)N1CCSC1=Nc1ccccc1	-1	17	3	10	-18	-1.3	-0.55	-1.1	-9
CCc1ccc2[nH]c(=O)c(CN(Cc3ccco3)S(=O)(=O)c3ccc4c(c3)OCCO4)cc2c1	-3	22	13	-2	4	1.5	0.86	0.1	-5
COc1ccc(CCNc2ncnc3[nH]ncc23)cc1OC	5	4	6	-26	-11	2.2	.	-0.1	13
O=C(CSc1c2c(nc3ccccc13)CCC2)N1CCCC1	5	12	-4	13	-9	0.3	0.071	0.6	-17
CCOc1ccc(C)cc1S(=O)(=O)n1ccnc1	8	25	5	-9	-12[20 µM]	-1.1	0.78	-0.4	-31
Cn1c(=O)n(CC(=O)NCc2cccnc2)c2ccccc21	-1	16	-2	-2	-19[20 µM]	-0.3	0.59	1.4	-38
N#Cc1ccc(-c2cccnc2)nc1SCC(N)=O	-1	7	-15	4	-19	0.2	0.032	0.0	-14
Cn1c(SCC(=O)c2ccc3c(c2)Cc2ccccc2-3)nnc1-c1cccc(N)c1	-8	29	-11	24	-13	5.0	-1.7	1.7	-77
